# STK33 kin inh: human STK33 kinase inhibition | ADP-Glo luminescence, MBP substrate | 0.44% of 27,000 active | inhibition, % at 12.5 µM; in the data active means inhibition above about 20%
# Target sequence (Q9BYT3 whole entry, looked up): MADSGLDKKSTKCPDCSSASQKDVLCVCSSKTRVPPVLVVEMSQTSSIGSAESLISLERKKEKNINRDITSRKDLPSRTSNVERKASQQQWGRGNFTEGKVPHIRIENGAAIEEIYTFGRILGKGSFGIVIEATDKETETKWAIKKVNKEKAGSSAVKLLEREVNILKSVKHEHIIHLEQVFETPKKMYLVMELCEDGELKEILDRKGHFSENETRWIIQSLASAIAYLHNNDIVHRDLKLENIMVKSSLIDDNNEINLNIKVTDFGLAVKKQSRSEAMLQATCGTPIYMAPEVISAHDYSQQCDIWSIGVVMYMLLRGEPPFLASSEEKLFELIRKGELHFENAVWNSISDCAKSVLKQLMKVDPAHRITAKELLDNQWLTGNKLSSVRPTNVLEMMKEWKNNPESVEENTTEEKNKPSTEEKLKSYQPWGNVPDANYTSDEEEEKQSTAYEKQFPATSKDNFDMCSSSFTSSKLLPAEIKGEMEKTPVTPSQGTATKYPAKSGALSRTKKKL
# mut p53 react: re-activators of the mutant p53 pathway; SW480 PUMA-promoter luciferase, p53 mutant reactivation; activation, % at 9.98 µM; 1.5% of 28,000 active; AID 624151; in the data active means activation above about 52%
# An asterisk follows results filed as active; nt = no result given. This is a subset (hit frequency here may not be typical).
Structure | mut p53 react | STK33 kin inh
C[C@@H]1CN([C@H](C)CO)C(=O)c2cc(-c3ccncc3)cnc2O[C@H]1CN(C)Cc1ccc(F)cc1 | 13 | nt
C[C@@H]1O[C@@H](O[C@H]2[C@@H]3C=CO[C@@H](O[C@@H]4O[C@H](CO)[C@@H](O)[C@H](O)[C@H]4O)[C@@H]3[C@@]3(CO)O[C@@H]23)[C@H](O)[C@H](OC(=O)/C=C/c2ccc(O)cc2)[C@H]1O | -18 | -11
C[C@@H]1CCCCO[C@H](CN(C)Cc2ccc3c(c2)OCO3)[C@@H](C)CN([C@H](C)CO)C(=O)c2cc(NC(=O)CCC(F)(F)F)ccc2O1 | nt | -2
C[C@@H]1CN([C@@H](C)CO)C(=O)CCCn2cc(nn2)CO[C@@H]1CN(C)C(=O)OCc1ccccc1 | 1 | 0
Cc1cc(OCC(=O)NCc2ccco2)cc(C)c1Br | 25 | -6
C[C@H]1CN([C@@H](C)CO)C(=O)Cc2cc(NS(=O)(=O)c3ccc(F)cc3)ccc2O[C@H]1CN(C)S(=O)(=O)c1cn(C)cn1 | nt | 1
COc1ccccc1CN1C(=O)c2ccccc2[C@@]2(Cc3ccccc3N(C(C)C)C2=O)[C@@H]1c1ccc(CO)cc1 | nt | -1
Cc1noc(C)c1NC(=O)Nc1ccc2c(c1)C(=O)N([C@H](C)CO)C[C@H](C)[C@H](CN(C)CC1CC1)OCCCC[C@@H](C)O2 | nt | -2
Cc1ccc(S(=O)(=O)N(C)C[C@H]2OCCCC[C@H](C)Oc3ccc(NC(=O)Nc4ccccc4)cc3C(=O)N([C@@H](C)CO)C[C@@H]2C)cc1 | -23 | nt
CNC[C@H]1Oc2ccc(NS(=O)(=O)c3cn(C)cn3)cc2CC(=O)N([C@@H](C)CO)C[C@@H]1C | 11 | -1
Cc1noc(C)c1S(=O)(=O)N(C)C[C@@H]1Oc2ccc(NC(=O)Nc3ccccc3)cc2CC(=O)N([C@@H](C)CO)C[C@H]1C | 0 | nt
COc1ccc(-n2c(SCC(=O)Nc3ccc(C)cc3)nc3sc4c(c3c2=O)CCCC4)cc1 | 13 | 9
CC(=O)N(C)C[C@H]1Oc2ncc(C#Cc3ccc(F)cc3)cc2C(=O)N([C@H](C)CO)C[C@@H]1C | 6 | nt
C/C=C(\C)C(=O)O[C@@H]1C(C)=C2[C@H]3OC(=O)[C@](C)(O)[C@]3(O)[C@H](OC(=O)C(C)CC)C[C@@](C)(OC(C)=O)[C@@H]2[C@H]1OC(=O)CCCCCCC (stereo partly drawn) | -82 | -2
C[C@@H]1CN([C@H](C)CO)C(=O)CCCn2cc(nn2)CO[C@@H]1CN(C)Cc1ccc(-c2ccccc2)cc1 | 11 | 0
C[C@H](CO)N1C[C@H](C)[C@H](CN(C)Cc2ccc(C(F)(F)F)cc2)Oc2ccc(NC(=O)Nc3ccc(C(F)(F)F)cc3)cc2CC1=O | nt | -5
Cc1cc(C)c2nc(-c3cccnc3)cc(C(=O)NC(C)c3cnn(C)c3C)c2c1 (stereo not drawn) | 8 | -3
C[C@H]1CN([C@@H](C)CO)C(=O)c2cc(NS(C)(=O)=O)ccc2O[C@H]1CN(C)S(=O)(=O)c1cn(C)cn1 | nt | 2
Cc1ccc(-n2c(SCC(=O)N3CCOCC3)nnc2-c2ccncc2)cc1 | -12 | -1
C[C@@H]1CN([C@@H](C)CO)C(=O)Cc2cc(NC(=O)C3CCCCC3)ccc2O[C@@H]1CN(C)C(=O)Nc1ccc(F)cc1 | nt | 2
COCC#Cc1ccc2c(c1)O[C@H](CN(C)Cc1cccnc1)[C@H](C)CN([C@H](C)CO)S2(=O)=O | 3 | nt
O=C(C[C@@H]1C[C@H]2c3cc(NC(=O)Nc4ccc(C(F)(F)F)cc4)ccc3O[C@H]2[C@H](CO)O1)NCc1cccnc1 | -13 | nt
CNC[C@H]1Oc2c(NC(=O)Nc3c(C)noc3C)cccc2C(=O)N([C@@H](C)CO)C[C@@H]1C | 4 | nt
C=C(C)C(=O)O[C@H]1CC(=C)C2C[C@H](O)[C@](O)(CO)C2[C@H]2OC(=O)C(=C)[C@H]12 (stereo partly drawn) | nt | 1
C[C@H](CO)N1C[C@H](C)[C@H](CN(C)S(=O)(=O)c2cccs2)Oc2ccc(NC(=O)CCC(F)(F)F)cc2C1=O | nt | 0
O=C1NC(=O)C(c2c[nH]c3ccccc23)=C1c1c[nH]c2ccccc12 | -3 | nt
O=c1c2ccccc2cnn1Cc1n[nH]c(=S)n1-c1ccc(F)c(Cl)c1 | 6 | 0
Cc1noc(C)c1S(=O)(=O)Nc1cccc2c1O[C@H](CN(C)Cc1ccc3c(c1)OCO3)[C@H](C)CN([C@@H](C)CO)C2=O | -14 | nt
Cc1noc(C)c1S(=O)(=O)Nc1ccc2c(c1)CC(=O)N([C@@H](C)CO)C[C@H](C)[C@H](CN(C)S(C)(=O)=O)O2 | nt | -1
COC(=O)c1ccc(Cl)c(NC(=O)CN2CCN(Cc3ccccc3)CC2)c1 | -11 | 1
C[C@@H]1CN([C@@H](C)CO)C(=O)c2cccc(NC(=O)c3ccc(-c4nccs4)cc3)c2O[C@H]1CN(C)C(=O)NC1CCCCC1 | 4 | nt
CCOC(=O)c1c(-c2ccc(C)cc2)csc1NC(=O)C1COc2ccccc2O1 (stereo not drawn) | 1 | 1
C[C@@H]1CN([C@H](C)CO)C(=O)Cc2cc(NC(=O)Nc3ccc(F)cc3)ccc2O[C@@H]1CN(C)C(=O)Nc1ccc(C(F)(F)F)cc1 | nt | 1
C[C@@H]1CCCCO[C@@H](CN(C)C(=O)Cc2ccccc2)[C@@H](C)CN([C@@H](C)CO)C(=O)c2cc(N(C)C)ccc2O1 | 5 | nt
CCn1c(SCC(=O)Nc2ccc(C)cc2)nnc1-c1ccc(N)cc1 | -6 | -1
C=C1C(=O)O[C@@H]2/C=C(/CO)CC/C=C(/C)C[C@H](OC(=O)C(C)CO)[C@@H]12 (stereo partly drawn) | nt | 2
Cc1ccc2nc(-c3cccnc3)cc(C(=O)NCc3cnn(C)c3)c2c1 | 6 | 5
O=C(CC1(O)C(=O)N(Cc2ccc(Cl)cc2)c2ccc(Cl)cc21)c1ccco1 (stereo not drawn) | -5 | 1
C[C@H](CO)N1C[C@H](C)[C@H](CN(C)C(=O)NC2CCCCC2)Oc2ccc(NS(=O)(=O)c3cn(C)cn3)cc2C1=O | -15 | nt
Cc1noc(C)c1NC(=O)N(C)C[C@@H]1Oc2ccc(NC(=O)CCN3CCOCC3)cc2CC(=O)N([C@H](C)CO)C[C@H]1C | 8 | 2
COCC#Cc1cnc2c(c1)C(=O)N([C@H](C)CO)C[C@H](C)[C@@H](CN(C)C(=O)CCN1CCCCC1)O2 | 15 | nt
Cc1ccccc1-c1cnc2c(c1)C(=O)N([C@@H](C)CO)C[C@H](C)[C@@H](CN(C)Cc1ccncc1)O2 | 5 | nt
COc1ccccc1CN1CCN(Cc2cccnc2)CC1 | 1 | 1
C[C@@H]1CCCCO[C@H](CN(C)C(=O)CCC(F)(F)F)[C@@H](C)CN([C@H](C)CO)C(=O)c2cc(NS(=O)(=O)c3cccs3)ccc2O1 | -5 | -3
C[C@H]1CN([C@@H](C)CO)C(=O)c2cc(C#CC3(O)CCCC3)cnc2O[C@@H]1CN(C)C(=O)CC1CC1 | 5 | nt
C=CC(C)(O)CC/C=C(\C)C(=O)OC1C(CO)OC(OC2OC=CC3(O)C(OC(=O)C4=COC(OC5OC(CO)C(O)C(O)C5O)C5C(C)CCC45)C4OC4(C)C23)C(O)C1O (stereo not drawn) | -1 | -1
Cc1ccc(CN2CCN(CCO)CC2)o1 | 3 | 3
C[C@H](CO)N1C[C@H](C)[C@H](CN(C)C(=O)Nc2ccc(F)cc2)Oc2ccc(NS(=O)(=O)c3cn(C)cn3)cc2CC1=O | 0 | 3

# Shown with two lines to a compound: entries from further up
# The line under a structure holds: mut p53 react, STK33 kin inh
C=CC(C)(O)CC/C=C(\C)C(=O)OC1C(CO)OC(OC2OC=CC3(O)C(OC(=O)C4=COC(OC5OC(CO)C(O)C(O)C5O)C5C(C)CCC45)C4OC4(C)C23)C(O)C1O (stereo not drawn)
  -1, -1
O=C(CC1(O)C(=O)N(Cc2ccc(Cl)cc2)c2ccc(Cl)cc21)c1ccco1 (stereo not drawn)
  -5, 1
COCC#Cc1cnc2c(c1)C(=O)N([C@H](C)CO)C[C@H](C)[C@@H](CN(C)C(=O)CCN1CCCCC1)O2
  15, nt
Cc1ccc(CN2CCN(CCO)CC2)o1
  3, 3
Cc1ccc2nc(-c3cccnc3)cc(C(=O)NCc3cnn(C)c3)c2c1
  6, 5

# More entries.
Structure | mut p53 react | STK33 kin inh
O=C(Nc1ccc(NC(=O)c2ccccc2O)cc1)c1ccc(Cl)cc1 | nt | 7
C[C@H]1CN([C@@H](C)CO)C(=O)c2cc(NS(C)(=O)=O)ccc2O[C@@H]1CN(C)C | 16 | nt
Cc1ccccc1S(=O)(=O)N(C)C[C@@H]1OCc2cn(nn2)CCCC(=O)N([C@@H](C)CO)C[C@H]1C | nt | 6
C[C@H](CO)N1C[C@H](C)[C@@H](CN(C)C(=O)Nc2ccccc2)Oc2ccc(NC(=O)CCC(F)(F)F)cc2CC1=O | 2 | nt
COc1ccc(OC)c(NC(=O)Cn2cc(C(C)=O)c3ccccc32)c1 | 1 | -1
C=C1C(=O)O[C@H]2[C@H]1C[C@H](OC(=O)/C(C)=C\C)/C(C)=C\CC[C@@]1(C)O[C@@H]21 | nt | -2
CN1CCN(C(=O)C[C@@H]2C[C@H]3c4cc(NC(=O)Nc5ccc(C(F)(F)F)cc5)ccc4O[C@H]3[C@H](CO)O2)CC1 | 5 | nt
COc1ccccc1-c1cc(-c2ccccc2)nc(SCC(=O)c2cc3ccccc3oc2=O)c1C#N | -23 | -2
CC(C)NC(=O)Nc1ccc2c(c1)CC(=O)N([C@@H](C)CO)C[C@H](C)[C@@H](CN(C)S(=O)(=O)c1ccc(Cl)cc1)O2 | nt | 0
COCC(=O)N(C)C[C@H]1Oc2ncc(C#Cc3ccccc3OC)cc2C(=O)N([C@H](C)CO)C[C@H]1C | 10 | nt
Cc1ccc(S(=O)(=O)N(C)C[C@@H]2OCc3cn(nn3)CCCC(=O)N([C@H](C)CO)C[C@H]2C)cc1 | nt | -1
CN1CCN(C(=O)C[C@H]2C[C@@H]3c4cc(NC(=O)Nc5ccccc5)ccc4O[C@@H]3[C@@H](CO)O2)CC1 | -4 | nt

# Some values from the list.
# STK33 kin inh, C=C1C(=O)O[C@H]2[C@H]1C[C@H](OC(=O)/C(C)=C\C)/C(C)=C\CC[C@@]1(C)O[C@@H]21 = -2
# mut p53 react, COCC(=O)N(C)C[C@H]1Oc2ncc(C#Cc3ccccc3OC)cc2C(=O)N([C@H](C)CO)C[C@H]1C = 10

# Going on with the list:
Structure | mut p53 react | STK33 kin inh
Cc1noc(C)c1NC(=O)N(C)C[C@@H]1OCCCC[C@@H](C)Oc2ccc(NS(=O)(=O)c3c(C)noc3C)cc2C(=O)N([C@H](C)CO)C[C@@H]1C | nt | -1
COc1ccc(NC(=O)CN2CCN(C(=O)c3ccco3)CC2)cc1 | 11 | 0
C[C@H](CO)N1C[C@H](C)[C@H](CN(C)C(=O)Nc2ccccc2)Oc2ncc(-c3ccc(F)cc3)cc2C1=O | nt | 4
C[C@@H]1CN([C@H](C)CO)C(=O)c2cc(-c3cccnc3)cnc2O[C@@H]1CN(C)C(=O)C1CCOCC1 | 15 | nt
C[C@@H]1CN([C@H](C)CO)C(=O)Cc2cc(NC(=O)CCCN(C)C)ccc2O[C@H]1CN(C)S(=O)(=O)c1cccs1 | nt | -1
O=C(Nc1ccc(Cl)cc1Cl)NC(Cc1ccc(O)cc1)C(=O)O (stereo not drawn) | 0 | -4
Cc1ccc(NC(=O)CSc2nnc(-c3ccc(C(C)(C)C)cc3)o2)c(C)c1 | -7 | -4
Cc1cc(NS(=O)(=O)c2ccc(NC(=O)NC3CCCCC3)cc2)no1 | -8 | 1
C[C@H](CO)N1C[C@H](C)[C@H](CN(C)C(=O)Nc2ccc(F)cc2)Oc2ccc(NC(=O)Nc3ccc4c(c3)OCO4)cc2C1=O | 6 | nt
COc1ccc(OC)c(NC(=O)CN(c2cccc(Br)c2)S(C)(=O)=O)c1 | -9 | -1
COc1ccc(C(=O)N(Cc2nc(-c3ccc(Cl)cc3)no2)C(C)C)cc1[N+](=O)[O-] | 12 | 3
C[C@@H]1CN([C@@H](C)CO)C(=O)c2cc(-c3ccccc3F)cnc2O[C@H]1CN(C)Cc1cccc(C(=O)O)c1 | 3 | nt
C[C@H]1CN([C@@H](C)CO)C(=O)c2cc(NC(=O)CCC(F)(F)F)ccc2O[C@@H]1CN(C)C | -4 | nt
C[C@@H]1CN([C@@H](C)CO)C(=O)c2cc(N(C)C)ccc2O[C@@H](C)CCCCO[C@H]1CN(C)C(=O)C1CCCCC1 | 3 | nt
COc1ccc(OC)c(N(CC(=O)Nc2ccc(F)c(F)c2)S(C)(=O)=O)c1 | 5 | -4
CCN(CC(=O)Nc1ccc(I)cc1)S(=O)(=O)c1ccc(Cl)cc1 | 9 | 0
C[C@H]1CN([C@@H](C)CO)C(=O)c2cc(NC(=O)Cn3cnnn3)ccc2O[C@H]1CN(C)S(=O)(=O)c1ccccc1 | nt | -1
C[C@@H]1CN([C@@H](C)CO)C(=O)Cc2cc(NS(=O)(=O)c3cn(C)cn3)ccc2O[C@@H]1CN(C)Cc1ccc(Oc2ccccc2)cc1 | nt | 4
CNC[C@@H]1Oc2ccc(NS(=O)(=O)c3ccc(OC)cc3)cc2CC(=O)N([C@H](C)CO)C[C@H]1C | nt | -1
COc1ccc(NC(=O)Nc2ccc3c(c2)C(=O)N([C@H](C)CO)C[C@H](C)[C@@H](CN(C)C(=O)NC2CCCCC2)O3)cc1 | nt | -2
O=C(CC1(O)C(=O)N(CCOc2ccccc2)c2ccccc21)c1ccc2c(c1)CCCC2 (stereo not drawn) | 0 | 10
COc1ccc(C(=O)CSc2nnc(-c3cc4ccccc4o3)n2C)cc1 | -5 | 9
C[C@@H]1CN([C@H](C)CO)C(=O)Cc2cc(NC(=O)c3ccncc3)ccc2O[C@@H]1CN(C)Cc1ccncc1 | nt | -1
CCCCC/C=C\C/C=C\C/C=C\CCCCCCC(=O)O | 12 | nt
